Screening results: PubChem, several laboratories
CYP2C9 inh: human CYP2C9 inhibition; 96,000 compounds, 20% hits; inhibition, % at 5 µM; CYP2C9 Supersomes, luciferin-H conversion, luminescence;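 active means blocking of liver enzyme CYP2C9 beyond about 50% at 5 µM, limit read from the data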; further: values of inactives mirror those of a sister screen read the other way
Target sequence (P11712 whole entry, looked up): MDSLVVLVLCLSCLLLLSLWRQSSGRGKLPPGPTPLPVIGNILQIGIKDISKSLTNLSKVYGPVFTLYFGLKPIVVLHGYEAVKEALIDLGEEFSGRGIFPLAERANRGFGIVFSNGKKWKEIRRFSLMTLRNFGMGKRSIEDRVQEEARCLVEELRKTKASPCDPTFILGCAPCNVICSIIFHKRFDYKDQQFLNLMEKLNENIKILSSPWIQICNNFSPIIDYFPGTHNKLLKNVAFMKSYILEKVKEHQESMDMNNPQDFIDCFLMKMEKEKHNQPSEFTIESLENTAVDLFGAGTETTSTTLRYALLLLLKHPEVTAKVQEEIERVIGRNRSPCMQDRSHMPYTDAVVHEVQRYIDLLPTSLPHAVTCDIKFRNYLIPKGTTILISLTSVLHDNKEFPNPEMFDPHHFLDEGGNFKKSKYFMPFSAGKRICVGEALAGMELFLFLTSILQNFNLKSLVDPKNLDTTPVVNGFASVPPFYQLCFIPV
CYP2C19 inhib: inhibitors of human CYP2C19; P33261; CYP2C19 Supersomes, luciferin-H EGE luminescence, 30 min; inhibition, % at 5 µM; 96,000 compounds, 21% hits; AID 778;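 active means CYP2C19 inhibition above a set limit at 5 µM in the primary screen, cut at about 50% in these data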;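 further: plate controls were negative control wells for no effect and 2.5 mM tranylcypromine positive control for full effect; values of inactives mirror those of a sister screen read the other way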
Pyk2 oligo antag: blocks oligomerization of human Pyk2 in cells; Q14289; 99,000 compounds, 0.83% hits; AID 1347419; Q293 cells, Pyk2 FERM NanoBiT luminescence; active compounds read low; z-score (the deposit names both 25 µM and 10 µM);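 active means Z-score of -3 or lower, scaled per plate to the spread of control and sample wells; inactive means z-score above -3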;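 further: negative z-score means lost luminescence so less FERM oligomerization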
PLAP act: activates human placental alkaline phosphatase | P05187 | purified PLAP enzyme, luminescent substrate read-out; active compounds read high | activation fold at 20 µM | 96,000 compounds, 1.2% hits | AID 696; in the data active means activation fold above about 2
Target sequence (P05187 whole entry, looked up): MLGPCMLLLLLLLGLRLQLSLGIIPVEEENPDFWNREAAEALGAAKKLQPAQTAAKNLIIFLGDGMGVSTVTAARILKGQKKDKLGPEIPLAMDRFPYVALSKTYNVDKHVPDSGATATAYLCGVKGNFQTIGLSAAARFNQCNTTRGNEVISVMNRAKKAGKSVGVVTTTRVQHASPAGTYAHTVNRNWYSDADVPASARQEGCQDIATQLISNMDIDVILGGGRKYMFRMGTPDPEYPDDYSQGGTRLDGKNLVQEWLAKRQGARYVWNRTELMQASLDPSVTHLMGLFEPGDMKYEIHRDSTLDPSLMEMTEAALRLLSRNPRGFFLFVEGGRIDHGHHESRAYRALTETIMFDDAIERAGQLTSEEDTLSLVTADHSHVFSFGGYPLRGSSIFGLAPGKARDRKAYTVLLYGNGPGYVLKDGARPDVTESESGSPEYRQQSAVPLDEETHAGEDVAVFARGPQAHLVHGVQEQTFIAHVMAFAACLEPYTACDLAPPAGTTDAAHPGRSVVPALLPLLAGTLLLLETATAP
Ecoli WT expand: E. coli BW25113 growth inhibition, expanded screen; OD600 absorbance; 98,000 compounds, 0.15% hits; growth inhibition, % at 100 µM;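 active means growth inhibition above about 50% at one test dose, limit read from the data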;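 further: growth measured after 20 h incubation at 37 °C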
EphB4 ephrin blk: antagonists of human EphB4-ephrin-B2 interaction; EphB4 LBD / TNYL-RAW-Alexa532 peptide, fluorescence polarization; inhibition, % at 7 µM; 97,000 compounds, 0.15% hits; AID 720;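 active means inhibition above the screen-wide mean inhibition plus 3 SD, cut at about 15% in these data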;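 further: 0% = DMSO wells and 100% = excess unlabeled TNYL-RAW peptide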
CYP2C19 act: cytochrome P450 2C19 (human) activation; P33261; recombinant CYP2C19, luciferin-H EGE luminescence; active compounds read high; 0 = fully inhibited enzyme, 1 = untreated enzyme; activation factor at 5 µM; 96,000 tested, under 10 active;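 active means activation factor of at least 2 at 5 µM in the primary screen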;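 further: 0 = wells with 2.5 mM tranylcypromine and 1 = vehicle-only wells; values of inactives mirror those of a sister screen read the other way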
CYP2C9 act: increases human cytochrome P450 2C9 activity; P11712; activation factor at 5 µM; recombinant CYP2C9, luciferin-H conversion, luminescence; active compounds read high; factor 1 = untreated enzyme, 0 = blocked; 96,000 compounds, 1.4% hits; AID 1024;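 active means activation factor of 2 or more for CYP2C9 at a 5 µM dose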;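 further: 0 = sulfaphenazole-blocked wells and 1 = vehicle-only wells; values of inactives mirror those of a sister screen read the other way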
PostGolgi yeast: growth inhibition of a yeast mutant, post-Golgi transport screen | post-Golgi transport phenotypic cell assay | inhibition, % at 10 µM | 98,000 compounds, 0.9% hits | AID 739; in the data active means inhibition above about 30%;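 further: yeast cells grown in 1536-well plates; yeast grown about 18 h at 30C before absorbance read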
Active calls of the source: *; . = no result given.

SMILES	CYP2C9 inh	CYP2C19 inhib	Pyk2 oligo antag	PLAP act	Ecoli WT expand	EphB4 ephrin blk	CYP2C19 act	CYP2C9 act	PostGolgi yeast
Cc1ccc(C(=O)c2ccccc2C(=O)O)c(O)c1	28	-6	0.31	1.1	-4	-3	1.1	0.7	-3
CCOc1cc(C)nc(N2CCC(C(=O)Nc3ccccc3OCC)CC2)n1	24	34	0.25	0.9	-9	3	0.7	0.8	-5
CCn1c(C)csc1=NC(=O)c1ccccc1	9	38	0.01	0.9	4	1	0.6	0.9	3
O=C(CCN1C(=O)c2ccccc2C1=O)NCc1ccco1	-7	-15	2	0.9	3	15	1.1	1.1	4
O=C(Nc1ccccc1C(=O)NCc1cccnc1)c1ccco1	54*	78*	0.12	1	-3	2	0.2	0.5	1
C/C(N)=N\S(=O)(=O)c1ccc(Cl)cc1	-5	28	0.07	0.9	6	5	0.7	1	16
CCCc1cc(=O)oc2cc(C)c(CN3CCCC3)c(O)c12	45	32	0.2	1.5	2	.	0.7	0.6	19
CCC(C)NC(=O)CSc1nnc(-c2cc(-c3cccs3)nc3ccccc23)o1 (stereo not drawn)	98*	75*	-1.2	1.5	-4	1	0.2	0	-3
COc1ccc2nc(N3CCCC(C(=O)NCCCN4CCN(C)CC4)C3)sc2c1 (stereo not drawn)	7	-4	0.41	1.3	-2	2	1	0.9	-2
CCOC(=O)C1CCCN(Cc2ccccc2F)C1 (stereo not drawn)	-18	75*	-0.1	1.1	.	.	0.3	1.2	.
CCOC(=O)c1cccnc1SCC(=O)NCc1ccccc1	92*	98*	2.7	1	11	0	0	0.1	2
Cc1nn(C)cc1NC(=O)CCSc1nc(-c2ccco2)cc(C(F)(F)F)n1	30	29	-0.42	1.1	-6	-6	0.7	0.7	-2
CCn1c(SCC(=O)NC(=O)Nc2ccc3c(c2)OCCO3)nnc1-c1cccs1	56*	48	-0.56	0.8	-3	-11	0.5	0.4	12
CCC1(C)Cc2c(sc3c2c2ncnn2c2nnc(SCC(=O)NCc4ccco4)n32)CO1 (stereo not drawn)	43	11	0.85	1	3	.	0.9	0.6	-6
Cc1ccc(-c2cc(C(F)F)n3ncc(C(=O)N4CCN(c5cccc(C)c5C)CC4)c3n2)cc1	68*	0	-0.79	1.3	-14	-2	1	0.3	24
O=C1CN(c2ccccc2F)C(=O)CN1c1ccccc1F	-5	-6	-0.1	0.9	6	-2	1.1	1	13
CCc1ccccc1NC(=O)CSc1nc2ccccc2n1CC(=O)N(C)C	56*	79*	-0.33	1.4	-4	.	0.2	0.4	12
CCOC(=O)N1CCN(c2ncnc3c2[nH]c2ccc(F)cc23)CC1	49	60*	-3*	0.9	-5	-3	0.4	0.5	-2
Cn1c(=O)oc2cc(S(=O)(=O)N3CCN(Cc4ccc5c(c4)OCO5)CC3)ccc21	30	25	1.5	1.5	-6	8	0.7	0.7	1
O=C(Cc1ccc(-c2ccccc2)cc1)N1CCOCC1	65*	74*	-0.1	1.5	2	-3	0.3	0.3	6
O=C(NC1CCCCCC1)c1ccc(S(=O)(=O)NCc2ccco2)cc1	10	-2	-0.26	1.1	4	-4	1	0.9	-2
CCc1ccccc1N1C(=O)C2CC(C)=C(C)CC2C1=O (stereo not drawn)	51*	48	1.9	1	0	-1	0.5	0.5	-4
Cc1ncsc1C(=O)Nc1nc2c(s1)CCCC2	19	66*	-0.08	1.1	-6	3	0.3	0.8	1
N#Cc1ccccc1S(=O)(=O)N1CCN(c2ccc(S(=O)(=O)N3CCOCC3)cn2)CC1	17	5	0.18	1.1	-16	-5	0.9	0.8	-5
O=C(Nc1nc2c(s1)CCCC2)c1cc2n(n1)C(C(F)(F)F)CC(C1CC1)N2 (stereo not drawn)	42	33	-0.42	1	2	-2	0.7	0.6	-5
O=C(Nc1ccc2snnc2c1)Nc1cccc2ccccc12	41	43	-0.96	0.9	-3	-5	0.6	0.6	6
COc1ccc(Cl)cc1NC(=O)CN(C)C(C)C(=O)NCC1CCCCC1 (stereo not drawn)	-160	99*	-0.02	1.7	-1	0	0	2.6*	1
O=S(=O)(Nc1cccc2c1ccc1cccn12)c1cccs1	59*	30	0.7	1	3	6	0.7	0.4	15
COc1ccc(OCCn2c(C)c(/C=N/n3cnnc3)c3ccccc32)cc1	75*	76*	-0.34	1	-6	7	0.2	0.3	15
CCn1cc(C(=O)OCC(=O)Nc2c(C)n(C)n(-c3ccccc3)c2=O)c(=O)c2ccc(C)nc21	6	10	-0.15	1.1	6	-6	0.9	0.9	1
CC(c1nnc(SCC(=O)Nc2sccc2C#N)n1-c1ccc(Cl)cc1)N(C)C (stereo not drawn)	51*	31	-0.01	1.7	10	0	0.7	0.5	2
COc1cc(S(=O)(=O)NCCCN2CCOCC2)ccc1Cl	-141	75*	-0.33	1	-4	-4	0.3	2.4*	10
Brc1ccccc1-c1nnc2sc(Cc3ccccc3)nn12	62*	95*	-1.8	1.2	-1	2	0	0.4	9
O=C(NCCN1CCCC1)c1ccc2c(=O)n(CCc3ccccc3)c(=O)[nH]c2c1	13	18	-0.49	1.1	0	-6	0.8	0.9	-1
CCOC(=O)Nc1cc(Br)c2c(c1)OCCO2	29	29	-1	0.8	3	.	0.7	0.7	3
CCOc1cc2c(C#N)c(N3CCCCC3)nc(N)c2c(N)n1	90*	62*	0.57	1.7	-2	4	0.4	0.1	2
Cc1ccc(C2=[N+]([O-])C3(CCCCC/C3=N\NC(N)=S)N(O)C2(C)C)o1 (stereo not drawn)	74*	13	.	0.9	-3	-6	0.9	0.3	4
CC(C)C[C@H](NC(=O)NC(C)C)C(=O)O	4	-11	-0.2	0.9	-4	-6	1.1	1	1
CCOc1ccc(NC(=O)C2CC(=O)N(c3cc(C)cc(C)c3)C2)cc1 (stereo not drawn)	-72	23	-1.1	1.1	-1	8	0.8	1.7	4
CCOC(=O)c1cc2c(ccn2C)n1CC(=O)N1CCN(c2ccc(F)cc2)CC1	10	7	-0.04	1.1	-6	-2	0.9	0.9	2
Cc1nc2nc3c(cn2n1)C(=O)CCC3	33	11	0.38	1.1	8	1	0.9	0.7	-1
C=CCn1c(-c2cccs2)nc2nc3ccccc3nc21	22	8	-2.1	0.8	-3	3	0.9	0.8	-2
COc1ccccc1N1CCN(C(=O)c2oc3cc(C)c(C)cc3c2C)CC1	74*	44	-0.8	0.8	-2	-5	0.6	0.3	-4
O=C(NCc1cccs1)c1cc2c(s1)CS(=O)(=O)C2	20	9	0.7	1	4	4	0.9	0.8	-3
O=S(=O)(c1ccccc1)c1nc(Nc2ccccc2N2CCOCC2)sc1Cl	88*	74*	-0.64	1.5	-18	6	0.3	0.1	6
CCCc1nnc(NC(=O)CSc2ncn[nH]2)s1	6	36	0.11	2.7*	5	-3	0.6	0.9	-4
CS(=O)(=O)N(CC(=O)N1CCN(c2ccccc2F)CC1)c1cc(C(F)(F)F)ccc1Cl	-76	29	0.3	1	0	9	0.7	1.8	-1
COc1ccc2c(c1)c1ncn(Cc3ccco3)c(=O)c1n2C	72*	75*	0.09	1.3	3	-6	0.3	0.3	1
O=C(c1ccc(=O)oc1)N1CCCc2ccccc21	17	5	-0.45	1	5	-5	0.9	0.8	5
Cc1ccccc1S(=O)(=O)Cc1ccc(C(=O)N2CCN(c3ccc(F)cc3)CC2)o1	44	47	-0.93	1.4	-5	-4	0.5	0.6	-5

15 consecutive compounds out of the list so far, for reference:
SMILES	CYP2C9 inh	CYP2C19 inhib	Pyk2 oligo antag	PLAP act	Ecoli WT expand	EphB4 ephrin blk	CYP2C19 act	CYP2C9 act	PostGolgi yeast
Cc1ccc(C(=O)c2ccccc2C(=O)O)c(O)c1	28	-6	0.31	1.1	-4	-3	1.1	0.7	-3
CCOc1cc(C)nc(N2CCC(C(=O)Nc3ccccc3OCC)CC2)n1	24	34	0.25	0.9	-9	3	0.7	0.8	-5
CCn1c(C)csc1=NC(=O)c1ccccc1	9	38	0.01	0.9	4	1	0.6	0.9	3
O=C(CCN1C(=O)c2ccccc2C1=O)NCc1ccco1	-7	-15	2	0.9	3	15	1.1	1.1	4
O=C(Nc1ccccc1C(=O)NCc1cccnc1)c1ccco1	54*	78*	0.12	1	-3	2	0.2	0.5	1
C/C(N)=N\S(=O)(=O)c1ccc(Cl)cc1	-5	28	0.07	0.9	6	5	0.7	1	16
CCCc1cc(=O)oc2cc(C)c(CN3CCCC3)c(O)c12	45	32	0.2	1.5	2	.	0.7	0.6	19
CCC(C)NC(=O)CSc1nnc(-c2cc(-c3cccs3)nc3ccccc23)o1 (stereo not drawn)	98*	75*	-1.2	1.5	-4	1	0.2	0	-3
COc1ccc2nc(N3CCCC(C(=O)NCCCN4CCN(C)CC4)C3)sc2c1 (stereo not drawn)	7	-4	0.41	1.3	-2	2	1	0.9	-2
CCOC(=O)C1CCCN(Cc2ccccc2F)C1 (stereo not drawn)	-18	75*	-0.1	1.1	.	.	0.3	1.2	.
CCOC(=O)c1cccnc1SCC(=O)NCc1ccccc1	92*	98*	2.7	1	11	0	0	0.1	2
Cc1nn(C)cc1NC(=O)CCSc1nc(-c2ccco2)cc(C(F)(F)F)n1	30	29	-0.42	1.1	-6	-6	0.7	0.7	-2
CCn1c(SCC(=O)NC(=O)Nc2ccc3c(c2)OCCO3)nnc1-c1cccs1	56*	48	-0.56	0.8	-3	-11	0.5	0.4	12
CCC1(C)Cc2c(sc3c2c2ncnn2c2nnc(SCC(=O)NCc4ccco4)n32)CO1 (stereo not drawn)	43	11	0.85	1	3	.	0.9	0.6	-6
Cc1ccc(-c2cc(C(F)F)n3ncc(C(=O)N4CCN(c5cccc(C)c5C)CC4)c3n2)cc1	68*	0	-0.79	1.3	-14	-2	1	0.3	24

New compounds follow
SMILES	CYP2C9 inh	CYP2C19 inhib	Pyk2 oligo antag	PLAP act	Ecoli WT expand	EphB4 ephrin blk	CYP2C19 act	CYP2C9 act	PostGolgi yeast
CCn1c(SCc2nc(-c3cccs3)no2)nnc1-c1c[nH]c2ccccc12	57*	15	-2.7	0.9	1	-1	0.9	0.4	-7
Cc1nc2nc(C)c(CCC(=O)O)c(C)n2n1	-7	4	1.5	0.9	1	-7	1	1.1	15
O=C(N/C=C/c1ccccc1)Nc1ccc(Cl)cc1	23	16	0.55	1	3	-1	0.8	0.8	1
Cc1cc(C)n2nc(C(=O)Oc3ccc4c(c3)OCO4)nc2n1	-32	-11	0.11	0.8	.	.	1.1	1.3	.
C=CCc1ccc(OCc2ccc(C(=O)OC)o2)c(OC)c1	68*	44	-0.34	0.9	-5	-3	0.6	0.3	-2
CC1(C)OC(=O)C(=NNc2ccc(Cl)cc2)C(=O)O1	18	7	0.27	0.9	-4	6	0.9	0.8	1
CCOC(=O)C1CCN(C(c2cccnc2)c2c(NC(=O)c3ccco3)sc(C)c2C)CC1 (stereo not drawn)	82*	60*	0.73	1.2	-11	2	0.4	0.2	13
COCCn1c(N)c(C(=O)OCc2ccccc2)c2nc3ccccc3nc21	62*	38	-0.73	1.7	-3	1	0.6	0.4	-3

A few values from the list.
Result for `CCC1(C)Cc2c(sc3c2c2ncnn2c2nnc(SCC(=O)NCc4ccco4)n32)CO1` (stereo not drawn) in CYP2C19 act: 0.9
Result for `CCC(C)NC(=O)CSc1nnc(-c2cc(-c3cccs3)nc3ccccc23)o1` (stereo not drawn) in CYP2C9 act: 0

No enrichment for hits; any-hit rate near 31%.
